Bioassay records as filed in PubChem BioAssay.
GPR151 activ: activators of human GPR151 | Q8TDV0 | PathHunter beta-arrestin GPR151 cells, luminescence | activation, % at 11.2 µM | 650,000 compounds, 1% hits | AID 1508602; in the data active = activation above about 4.9%;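 also: 0% = median of compound wells and 100% = cells with positive control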
Target sequence (Q8TDV0 whole entry, looked up): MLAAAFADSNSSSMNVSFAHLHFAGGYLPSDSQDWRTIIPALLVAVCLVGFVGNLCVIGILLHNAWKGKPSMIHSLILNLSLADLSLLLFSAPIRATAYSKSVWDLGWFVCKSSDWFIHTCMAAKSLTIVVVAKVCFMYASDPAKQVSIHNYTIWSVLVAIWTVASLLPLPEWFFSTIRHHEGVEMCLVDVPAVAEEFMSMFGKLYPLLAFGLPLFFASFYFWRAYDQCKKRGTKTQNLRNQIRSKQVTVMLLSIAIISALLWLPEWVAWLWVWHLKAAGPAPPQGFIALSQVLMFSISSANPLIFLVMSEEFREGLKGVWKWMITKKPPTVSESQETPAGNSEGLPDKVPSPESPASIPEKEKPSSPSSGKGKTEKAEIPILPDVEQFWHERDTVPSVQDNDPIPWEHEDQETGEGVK
TEAD-YAP inh: TEAD-YAP interaction inhibition; inhibition, % at 9.12 µM; 640,000 compounds, 1.4% hits; AID 1259422; HEK-TIYL cells, TEAD-Gal4/YAP UAS-luciferase luminescence; in the data active = inhibition above about 32%;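 also: 0% = median of test compound wells and 100% = reference inhibitor wells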
MITF inh: inhibitors of human MITF; 650,000 compounds, 0.91% hits; inhibition, % at 2.6 µM; AID 1259374; AlphaScreen MITF homodimerization, bead proximity signal; in the data active = inhibition above about 50%;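 also: 0% = vehicle wells with protein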
Target sequence (O75030 whole entry, looked up): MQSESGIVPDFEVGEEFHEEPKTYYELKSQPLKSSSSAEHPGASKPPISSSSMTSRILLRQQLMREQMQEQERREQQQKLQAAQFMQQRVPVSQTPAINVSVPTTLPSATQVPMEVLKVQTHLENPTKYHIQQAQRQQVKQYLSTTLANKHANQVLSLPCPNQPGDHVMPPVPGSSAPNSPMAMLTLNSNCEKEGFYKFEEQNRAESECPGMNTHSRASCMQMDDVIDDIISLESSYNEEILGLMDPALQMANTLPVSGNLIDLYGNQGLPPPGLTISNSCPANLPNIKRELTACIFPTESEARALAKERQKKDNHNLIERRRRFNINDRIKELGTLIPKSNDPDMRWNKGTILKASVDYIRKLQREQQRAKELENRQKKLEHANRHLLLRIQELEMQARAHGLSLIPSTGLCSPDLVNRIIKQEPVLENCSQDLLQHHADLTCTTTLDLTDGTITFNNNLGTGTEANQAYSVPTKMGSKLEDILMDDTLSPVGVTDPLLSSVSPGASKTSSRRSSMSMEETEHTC
FBW7 activator: human FBW7 E3 ligase activation, primary screen | normalized activity (activation), % at 26.1 µM | AlphaScreen FBW7–phospho-cyclin E peptide binding, activator screen | Q969H0 | 650,000 compounds, 0.13% hits; in the data active = normalized activity above about 1.9%;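 also: purified mutant Fbw7 with reduced substrate affinity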
* hit, by the source's call. Hits appear at their usual frequency; overall some 3.5% were active at least once.

structure,GPR151 activ,TEAD-YAP inh,MITF inh,FBW7 activator
O=C(NCc1cccs1)c1cccnc1,-1.3,0,-7,-0.1
O=C(CSc1cccc[n+]1[O-])NC(=O)c1ccc(OC(F)F)cc1,-1.3,-9,0,0.0
Cc1nc(C)n(-c2ccc(Nc3nccc(-c4cc(F)cc(N5CCOCC5)c4)n3)cc2F)n1,0.2,-2,10,0.0
CCc1ccc(NC(=O)C(=O)N/N=C/c2cccs2)cc1,1.5,2,-2,0.0
COc1ccccc1CNC(=O)CSc1ccc(-c2ccc(C)cc2)nn1,0.6,-4,-12,0.5
Cc1cccc(C(=O)N[C@H](C(=O)NNC(=O)c2ccccc2)C(C)C)c1,-0.4,17,10,0.3
Cc1cc2ncn(Cc3noc(-c4ccco4)n3)c2cc1C,0.6,-19,55*,-0.3
CCOC(=O)C1C(=O)C=C(c2ccc(OC)cc2)CC1c1ccccc1OCC (stereo not drawn),0.8,2,15,1.2
COC(=O)C1=C(C)N(C)C(=O)NC1c1cc([N+](=O)[O-])ccc1OC (stereo not drawn),-0.1,4,5,-0.1
CCCOc1ccc(OC(=O)c2sc3ncn(C)c(=O)c3c2C)cc1,-0.4,0,-7,-0.1
Cc1nc(SCC(=O)O)c2c3c(sc2n1)CCCC3,-0.1,4,4,0.1
CS(=O)(=O)N(CC(=O)O)c1ccc(C23CC4CC(CC(C4)C2)C3)cc1,-0.7,-1,13,0.5
CC(Nc1cc(N2CCCCC2)ccc1[N+](=O)[O-])C12CC3CC(CC(C3)C1)C2 (stereo not drawn),-0.2,2,2,0.0
Cc1cccc(C)c1OCC(=O)N1CCc2ccccc2C1,0.8,-11,-2,-0.1
O=C1C2C3C=CC(C3)C2C(=O)N1CCCO (stereo not drawn),1.7,3,-1,-0.1
CC(=O)c1cccc(-c2[nH]nc3nc(-c4ccc(C(=O)NCCN(C)C)cc4)ccc23)c1,0.3,-5,-10,-0.2
COC(=O)c1cccc(NC(=O)CC23CC4CC(C2)CC(CC(=O)Nc2cccc(C(=O)OC)c2)(C4)C3)c1,0.4,-2,12,0.4
CC(=O)NCCC(=O)Nc1ccc(Oc2ccccc2)cc1,-2.1,5,-7,0.0
Cc1ccc(-c2c(N3CCN(c4ccccn4)CC3)c(=O)c2=O)cc1C,0.4,-3,0,-0.1
Cc1cccn2cc(-c3ccc(NC(=O)Cc4ccccc4)cc3)nc12,-1.0,1,8,-0.1
CNc1cc([N+](=O)[O-])ccc1N/C=C\C(=O)c1ccc2c(c1)OCO2,-0.6,-10,5,-0.2
C=CCn1c(-c2ccc(C)cc2)csc1=Nc1c(C)n(C)n(-c2ccccc2)c1=O,0.5,19,17,-0.1
Cc1noc(C)c1-c1nc2c(NCCc3ccc(O)cc3)ncnc2n1C(C)C,-0.8,4,1,-0.1
Cc1ccc(NC(=O)CN2C(=O)N/C(=C/c3cc(C)n(Cc4ccccc4)c3C)C2=O)cc1,1.2,5,6,-0.1
CCOC(=O)c1c(C)c(C(=O)NCC2CCCO2)c(C)n1C (stereo not drawn),0.4,1,5,-0.1
CC1(C)NC(=O)N(CC(O)COc2ccc(C3C=CCC3)cc2)C1=O (stereo not drawn),-0.4,-2,-1,-0.2
Nc1ccc(Oc2ccc3c(c2)C(=O)NC3=O)cc1,-1.0,3,15,0.0
CC(C)(C)C(=O)NC(=S)Nc1ccc(S(=O)(=O)Nc2nccs2)cc1,0.2,-5,-5,-0.1
COC(=O)CNC(=O)c1ccc(OC2CCN(C(=O)C3CC3)CC2)cc1,0.0,10,13,0.1
CCC(C(=O)N1CCCCC1)n1c2ccccc2c2cn[nH]c(=O)c21 (stereo not drawn),-0.8,3,22,-0.1
COc1ccccc1C(=O)Nc1ccnn1C1CCN(C/C(C)=C/c2ccccc2)CC1,-1.2,4,10,0.1
CCN1Cc2cccc(C(=O)Nc3cccc(F)c3)c2C1=O,-2.3,12,-8,-0.1
CSCC[C@@H](CO)NC(=O)Cn1nnnc1CN1CCCCCC1,0.0,0,7,0.1
O=S(=O)(c1ccc(F)cc1)N(Cc1ccco1)CC1CCCO1 (stereo not drawn),4.1,-3,-9,0.0
Oc1c(Br)cc(/C=N/Nc2ccc(Cl)nn2)cc1Br,1.1,9,14,0.0
Cc1sc2nc(C(C)C)n3c(=O)n(CC(=O)Nc4ccccn4)nc3c2c1C,0.5,2,-8,0.1
CCCn1ncc(C(=O)N2C[C@H](C(=O)O)[C@@H](c3ccc(F)cc3)C2)c1C,-1.1,3,5,0.0
CCOc1ccc(NC(=O)CSc2nc3cc(C(=O)NCCc4ccc(OC)c(OC)c4)ccc3c3nc4ccccc4n23)cc1,-0.5,0,4,-0.1
COc1ccc(N2C(=O)CC(SCC(=O)Nc3ccc(Br)cc3)C2=O)cc1 (stereo not drawn),0.0,-5,4,0.4
CNC(=O)CSc1nnc(-c2ccco2)n1CCCOC,-0.2,-2,11,-0.2

Arranged by molar mass (rising): part of the list above.
structure,GPR151 activ,TEAD-YAP inh,MITF inh,FBW7 activator
COc1ccccc1CNC(=O)CSc1ccc(-c2ccc(C)cc2)nn1,0.6,-4,-12,0.5
Cc1noc(C)c1-c1nc2c(NCCc3ccc(O)cc3)ncnc2n1C(C)C,-0.8,4,1,-0.1
COc1ccc(N2C(=O)CC(SCC(=O)Nc3ccc(Br)cc3)C2=O)cc1 (stereo not drawn),0.0,-5,4,0.4

(more compounds)
structure,GPR151 activ,TEAD-YAP inh,MITF inh,FBW7 activator
COc1ccc(-c2noc(-c3ccc4c(c3)OCO4)n2)cc1OC,0.6,-19,12,0.8
O=C(O)/C=C/c1ccc(Br)cc1,-1.3,9,2,0.2
COc1ccc(NC(=O)N(Cc2nnc3n2CCCCC3)c2ccccc2C)cc1,-0.3,-5,-3,-0.2
CN(C(=O)CCNS(=O)(=O)c1ccc2[nH]c(=O)ccc2c1)C1CCCCC1,-1.1,6,-1,0.6
CN(C)CCOC(=O)CCCN1C(=O)/C(=C\c2cccs2)SC1=S,-0.4,14,11,0.0
CCC(Oc1ccccc1F)C(=O)N1CC(C(=O)OC)Oc2ccccc21 (stereo not drawn),3.6,4,-8,0.1
CCOC(=O)C1=C(c2ccccc2)N=c2s/c(=C\c3cccs3)c(=O)n2C1c1c(OC)ccc2ccccc12 (stereo not drawn),-0.6,-10,55*,0.1
COc1ccc(-c2cnc3ccc(NCCc4ccccn4)nn23)cc1,-0.2,36*,-9,-0.1
COc1ccc(C2C(C#N)=C(N)Nc3onc(C(C)(C)C)c32)c(OC)c1 (stereo not drawn),-0.3,7,5,-0.1
CC[C@@H]1NC(=O)[C@@H]2C[C@H](NC(=O)c3ccc(-c4ccccc4)cc3)CN2C1=O,0.5,-5,-2,-0.1
O=C(O)c1ccc(C2Nc3ccccc3-c3nnc(SCc4ccccc4F)nc3O2)cc1 (stereo not drawn),0.6,-25,9,0.8
COCCCNC(=O)C1c2ccccc2C(=O)N(Cc2ccc(F)cc2)C1c1ccc(OC)cc1 (stereo not drawn),1.0,-9,3,0.0
CCOC(=O)c1c(NC(=O)COc2cc(C)c(Cl)c(C)c2)sc2c1CCCC2,0.3,-1,-11,0.1
CCc1nnc2c3c(-c4ccccc4)csc3ncn12,-1.8,-3,-5,-0.2
CC(C)CNC(=O)NC(=O)C1CCCCC1,0.1,-9,20,0.4
COc1ccc(C(C)NC(=O)C(=O)Nc2ccc(Cl)c(Cl)c2)cc1 (stereo not drawn),2.9,-2,-1,0.8
CC1(C)CC(=O)C2=C(C1)NCN(Cc1ccccc1)C2,0.1,7,12,0.8
Cc1ccc2onc(CC(=O)NCc3ccccc3)c2c1,-0.8,-12,-4,-0.1
CN1CCN(c2ccc(-c3nc(NC4CC4)c4ncn(C5CCCCC5)c4n3)cc2)CC1,-1.5,5,2,0.0
CCOc1ccccc1C(=O)N/N=C/c1cc(OC)ccc1Br,0.0,6,-6,0.1
CSc1ccc(/C=C(/NC(=O)c2ccccc2)C(=O)NCCCn2ccnc2)cc1,-0.4,-2,-13,-0.2
CCCN(CCC)CCOC(=O)c1ccc(OC)c(OC)c1,0.9,8,30,0.1
CC(C)(C)c1ccc(C(=O)Nc2cc(C(=O)Nc3ccc(Cl)cc3)ccc2N2CC3CC(C2)c2cccc(=O)n2C3)cc1 (stereo not drawn),1.5,11,18,0.0
O=C(NCCN1CCNCC1)C(=O)NCc1ccccc1,0.5,-2,6,0.0
COc1cc(C2NC(=O)CCC2[N+](=O)[O-])cc(Br)c1O (stereo not drawn),-0.2,0,5,0.4
CCCSc1nc2c(c(=O)n(C)c(=O)n2C)n1Cc1ccccc1,0.0,4,10,0.2
Fc1ccc(C2=CC(c3cccc(Cl)c3)n3nnnc3N2)cc1 (stereo not drawn),-0.5,-9,-9,-0.2
O=C(Nc1ccc(Oc2ccccc2)cc1)C1C2C=CC3(O2)C1C(=O)N(CCCN1CCOCC1)C3C(=O)NC1CCCCC1 (stereo not drawn),1.4,-4,2,0.0
CCOC(=O)N1CCN(C(=O)Nc2ccc(C)cc2)CC1,0.1,-4,-4,0.3
Cc1ccc(NC(=O)C(=O)NC2CCCCCC2)cc1C,-0.5,-49,-16,-0.2

Some of the entries so far, field by field.
molecule: Cc1cc2ncn(Cc3noc(-c4ccco4)n3)c2cc1C
  GPR151 activ: 0.6; TEAD-YAP inh: -19; MITF inh: 55*; FBW7 activator: -0.3
molecule: CCOC(=O)C1C(=O)C=C(c2ccc(OC)cc2)CC1c1ccccc1OCC (stereo not drawn)
  GPR151 activ: 0.8; TEAD-YAP inh: 2; MITF inh: 15; FBW7 activator: 1.2
molecule: COC(=O)C1=C(C)N(C)C(=O)NC1c1cc([N+](=O)[O-])ccc1OC (stereo not drawn)
  GPR151 activ: -0.1; TEAD-YAP inh: 4; MITF inh: 5; FBW7 activator: -0.1
molecule: CCCOc1ccc(OC(=O)c2sc3ncn(C)c(=O)c3c2C)cc1
  GPR151 activ: -0.4; TEAD-YAP inh: 0; MITF inh: -7; FBW7 activator: -0.1

Following part
structure,GPR151 activ,TEAD-YAP inh,MITF inh,FBW7 activator
O=C1NC2(CCc3ccccc32)C(=O)N1CC(=O)N1CCCc2ccccc21 (stereo not drawn),0.2,-14,-6,-0.1
CCOC(=O)c1ccc(CN(Cc2ccc(Br)cc2)S(=O)(=O)c2ccccc2Cl)cc1,0.9,-6,1,0.1
COc1cccc(NC(=O)c2ccccc2NS(C)(=O)=O)c1,1.4,19,15,-0.1
O=C(C1CC1)N1CCC[C@H]1Cn1nc(-c2ccc(F)cc2)ccc1=O,-1.0,-2,-12,-0.1
COc1ccc(CCNC(=O)C2=C(C)C(=O)OC23CCCCC3)c(OC)c1,1.4,7,14,0.1
CC(C)C(OC(=O)c1ccc2c(c1)NC(=O)C(C)(C)O2)C(=O)NC1CCCCC1 (stereo not drawn),0.4,-3,11,0.2
Fc1cccc(-c2nc3cc(C(F)(F)F)cc(Cl)c3nc2-c2cccc(F)c2)c1,-1.3,13,5,0.2
COc1ccc(-c2cc(=O)c3c(OC(C)=O)cc(OC(C)=O)cc3o2)cc1,-2.8,-17,17,0.3
COCc1cc(=O)n2[nH]c(Cc3ccc(OC)cc3)c(-c3ccccc3)c2n1,2.5,9,11,0.0
COC(=O)Cc1ccc(N(Cc2ccccc2F)S(=O)(=O)c2cccc(C(F)(F)F)c2)cc1,-0.1,-8,-52,0.0
CCCCc1ccc(NC(=O)/C(=C/c2ccc3c(c2)OCO3)NC(=O)c2ccc(C)c(C)c2)cc1,0.1,-5,-2,-0.1
Cc1ccc2nc(CN(C)Cc3nccs3)nc(N)c2c1,1.0,-25,65*,-0.2
COc1ccc(NC(=O)c2ccc(S(=O)(=O)N3CCCC3)cc2)cc1,0.2,1,8,0.0
O=C(Cc1ccccc1)NC(c1ccccc1)c1ccc2cccnc2c1O (stereo not drawn),-0.7,58*,28,-1.9
N#Cc1ccc(NCC(=O)Nc2ccc(S(=O)(=O)N3CCCC3)cc2)cc1,1.6,10,-4,-0.2
CCN(C(=S)SCCS(=O)(=O)O)c1ccccc1,1.9,0,-5,-0.2
O=C(Nc1ccc(N2CCC(NCc3ccco3)CC2)cc1)c1cccc(Cl)c1,0.6,-24,2,-0.2
COCCNC(=O)C(=O)NCC1OCCN1S(=O)(=O)c1ccc(OC)c(C)c1 (stereo not drawn),0.1,5,-2,0.2
O=C1Nc2ccc(S(=O)(=O)NC3CCCC3)cc2C1=O,1.4,5,1,-0.1
Cc1cc(C)nc(SCC(=O)Nc2cc(F)ccc2F)n1,2.4,-10,-5,-0.1
O=S(=O)(NCc1cccnc1)c1ccc(Br)c2ccccc12,0.3,1,0,0.3
CCOCCCNS(=O)(=O)c1ccc(S(=O)(=O)N2CCC(C)CC2)cc1,0.6,7,2,-0.1
CCOC(=O)c1c(NC(=O)c2ccc(C(=O)c3ccccc3)cc2)sc2c1CCC2,-0.2,6,-3,-0.1
COc1ccc(OC)c(C2SCCN2S(=O)(=O)c2cccc([N+](=O)[O-])c2)c1 (stereo not drawn),1.1,-8,0,0.1
O=C1N=C(N2CCOCC2)S/C1=C\c1c(Cl)cccc1Cl,1.4,-4,-2,-0.1
Cc1ccc(C(=O)N/C(=C\c2ccco2)C(=O)NCCc2cccc(F)c2)cc1C,1.5,13,-3,0.2
CC(C)CCN1CC[C@@H]2[C@H](CCCN2C(=O)C2COc3ccccc3O2)C1 (stereo partly drawn),-1.2,-9,35,0.2
COc1cc(CN2CC[C@H]3[C@H](CCC(=O)N3CCCN3CCCC3=O)C2)ccc1O,0.1,-11,-8,-0.1
